GAA glycogen: qHTS Assay for Inhibitors and Activators of Human alpha-Glucosidase Cleavage of Glycogen. Potency, µM (series often up to 76.4 µM), inactives show at the top dose activity change, negative = inhibition, most hits filed as inhibitors. 300,000 tested, 0.38% active. recombinant GAA, glycogen substrate, Amplex Red glucose oxidase fluorescence; active = well fitted inhibition curve with a large enough effect; inconclusive = small, poorly fitted or top-dose-only effect, or another doubt; inactive = no such curve, though single readings can be large or run the other way;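 also: 0% = full enzyme reaction and -100% = no-enzyme basal signal; the screen sought inhibitors and activators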
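Natural-substrate format: glycogen cleavage by 4 nM human enzyme, glucose read by Amplex Red coupling (Ex 573, Em 610 nm). Normalized to enzyme and no-enzyme controls.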
Active calls of the source: *; ? = inconclusive; [ ] = remark or other dose. Potency is read from the fitted curve at half-maximal effect. Some of the compounds tested; count on the stated rates, not on these rows.

Sample of the layout:
SMILES	GAA glycogen
Cc1occc1C(=O)N1CCCC(Nc2ccc(F)cc2)C1 (configuration not stated)	1%[76.3 µM]
CCOC(=O)CSc1nnc(-c2c[nH]c3ccccc23)o1	-8%[76.3 µM]
CC(Sc1ccccc1)C(=O)NCCc1ccccc1 (configuration not stated)	-16%[76.3 µM]
COc1cc(OC)c(NC(=O)N2CCOCC2)cc1Cl	-1%[76.3 µM]
COc1ccc(-c2cn3nc(N4CCC(C(=O)Nc5cccc(OC)c5)CC4)sc3n2)cc1	-9%[76.3 µM]

All compounds of this part, repeating the preview:
SMILES	GAA glycogen
Cc1occc1C(=O)N1CCCC(Nc2ccc(F)cc2)C1 (configuration not stated)	1%[76.3 µM]
CCOC(=O)CSc1nnc(-c2c[nH]c3ccccc23)o1	-8%[76.3 µM]
CC(Sc1ccccc1)C(=O)NCCc1ccccc1 (configuration not stated)	-16%[76.3 µM]
COc1cc(OC)c(NC(=O)N2CCOCC2)cc1Cl	-1%[76.3 µM]
COc1ccc(-c2cn3nc(N4CCC(C(=O)Nc5cccc(OC)c5)CC4)sc3n2)cc1	-9%[76.3 µM]
CCOc1ccc(N(CC(=O)NCc2ccccc2C)S(C)(=O)=O)cc1	1%[76.3 µM]
Cc1cc(C)c(S(=O)(=O)Cc2ccccc2)c(Cl)n1	4%
CCOc1ccccc1-c1nc(SCC(=O)c2ccc(OC)c(Br)c2)n[nH]1	11%[76.3 µM]
CCc1ccc(NC(=O)[C@H](C)NC(=O)C2CCN(C(=O)[C@@H](NC(=O)OC(C)(C)C)C(C)C)CC2)cc1	1%
Cc1ccc(C(=O)Nn2cnnc2)c(Cl)c1	5%[76.3 µM]
COc1cccc(CNC(=O)CCCn2c(=S)[nH]c3cc4c(cc3c2=O)OCO4)c1	0%[76.3 µM]
Cc1cccc(-c2nc3c(C#N)c[nH]n3c2NC2CCCCC2)c1	-15%[76.3 µM]
CCn1c(SCC(=O)N2CCC(C)CC2)nc2c1c(=O)n(C)c(=O)n2C	-5%
COc1ccc(NC(=O)CCS(=O)(=O)c2cc3c(cc2C)NC(=O)CO3)cc1Cl	-12%[76.3 µM]
COc1ccccc1N1CCN(C(=O)CSc2nc3ccccc3nc2N2CCCCC2)CC1	-13%[76.3 µM]
O=C(CCC(=O)c1ccc(F)cc1)NC1CCCN(Cc2ccccc2F)C1 (configuration not stated)	18%[76.3 µM]
Cc1ccc(-c2cnc3ccccc3n2)cc1C	-1%
COC(=O)/C(C#N)=C/c1c(N2CCN(c3ccccc3)CC2)nc2c(C)cccn2c1=O	-6%
CC1CC(C)CN(CCCNC(=O)CN2C(=O)COc3ccc(S(=O)(=O)N4CCOCC4)cc32)C1 (configuration not stated)	-5%[76.3 µM]
CCC(=O)Nc1c(-c2ccccc2Cl)c(=O)c2ccccc2n1CC	4%
COc1ccccc1NC(=O)CCS(=O)(=O)c1ccc2nc(C)sc2c1	-5%[76.3 µM]
Cc1cc2c(cc1S(=O)(=O)CCC(=O)NC1CCC(C)CC1)OCC(=O)N2 (configuration not stated)	-7%[76.3 µM]
Cc1ccc(CNc2ccc(-c3nc(-c4ccccn4)no3)cc2[N+](=O)[O-])cc1	-3%[76.3 µM]
O=C1c2ccccc2S(=O)(=O)N1CCS(=O)(=O)c1ccc(F)cc1	2%
Cc1cccc(N2CCN(CCCNC(=O)c3ccc(NC(=O)C4=CSCCO4)cc3)CC2C)c1 (configuration not stated)	0%[76.3 µM]
COc1ccccc1OCc1ccc(C(=O)Nc2cc(OC)c(OC)c(OC)c2)o1	4%[76.3 µM]
COc1cccc(CNC(=O)N2CCN(c3ccccc3)CC2)c1	1%
COc1ccc2[nH]c(CN3CCN(CC=C(C)C)C(CCO)C3)c(C)c2c1 (configuration not stated)	?
O=S(=O)(O)c1ccc(N=NNc2ccc(Br)cc2)cc1	-3%
COc1ccc(/C=C2/C(=O)N(c3cccc(F)c3)N=C2C)c(OC)c1	15%[76.3 µM]
COc1ccc(N2C(=NC(=O)C(C)Oc3ccccc3)SC3CS(=O)(=O)CC32)cc1 (configuration not stated)	-2%[76.3 µM]
CN1CCN(c2ccc([N+](=O)[O-])cc2NC(=O)c2cccs2)CC1	-12%[76.3 µM]
OCC1(CCOc2ccccc2)CCN(Cc2ccncc2)CC1	-3%[76.3 µM]
CCOC(=O)C1CCN(S(=O)(=O)c2ccc3c(ccn3C)c2)CC1	-1%[76.3 µM]
CC(=O)C1=C(O)C(=O)N(c2ccc(Br)cc2)C1c1ccccc1[N+](=O)[O-] (configuration not stated)	14%[76.3 µM]
C/C(CC(=O)Nc1cc(Cl)ccc1Cl)=N\NC(=O)COc1cccc(C)c1	-7%
CCC(C)N(C(=O)c1csnn1)C(C(=O)NCc1ccc(F)cc1)c1ccccc1 (configuration not stated)	2%
CCCC[C@]12Cc3cc(OC)c(OC)cc3C(O1)c1c(cc(-c3ccccc3)oc1=O)O2	6%[15.3 µM]
CN1C(=O)c2ccccc2N(C)C1c1ccc(F)cc1 (configuration not stated)	10%[76.3 µM]
CN1CCN(C(CNC(=O)C(=O)Nc2ccc(F)cc2)c2cccnc2)CC1 (configuration not stated)	-27%[76.3 µM]
O=C(CCC(=O)N1CCOc2ccccc21)N1CCOCC1	-6%[76.3 µM]
CCOC(=O)NCc1ccc2[nH]c(C)cc2c1	-3%[76.3 µM]
C/C(CC(=O)Nc1ccccc1C#N)=N\NC(=O)c1ccncc1	4%[76.3 µM]
Cc1ccc(NS(=O)(=O)c2ccc(-c3coc(C)n3)cc2)c(C)c1	5%[76.3 µM]
CSc1ccc(CNC(=O)C2CCC(=O)N(Cc3cccc(F)c3)C2)cc1 (configuration not stated)	-4%[76.3 µM]
COc1cccc(/C=N/NC(=O)c2cccc(N3CCCC3=O)c2)c1	-6%
CCc1ccc(NC(=O)CCC(=O)Nc2nnc(C(C)C)s2)cc1	3%[76.3 µM]
Cc1ccccc1C(=O)NNC(=O)c1ccncc1	-8%[76.3 µM]
CO/N=C(\c1ccccc1)c1cccnc1	1%[76.3 µM]
COC(=O)C(NC(=O)CCc1nnc2ccc(N3CCCCC3)nn12)C(C)C (configuration not stated)	4%
c1ccc(-c2ccccc2OCCOCCN2CCOCC2)cc1	-1%[76.3 µM]
COc1ccc(NC(=O)c2ccc3c(c2)C(=O)N(CC2CCCO2)C3=O)cc1O (configuration not stated)	?
Cc1cc(C)c(C)c(OCCCCN(C)Cc2ccccc2)c1	-1%[76.3 µM]
Cc1ccc(-c2cn3c(n2)sc2cc(C(=O)NC4CCCCCC4)ccc23)c(C)c1	9%[76.3 µM]
CCc1ccc(-n2ccc(=O)c(C(=O)O)n2)cc1	2%
COc1ccc(/C=N/n2c(C)nc3ccccc3c2=O)cc1	-1%[76.3 µM]
CCOCCn1c(CN2CCCCC2)nc2c1c(=O)n(C)c(=O)n2C	-6%[76.3 µM]
COc1ccc(CCNC(=O)c2ccc3c(c2)OCO3)cc1	-15%
CCOC(=O)c1cnc2c(C)cc(Cl)cc2c1N1CCN(C)CC1	4%
CC(C)Cc1cc(C(=O)N2CCCC(C(=O)c3cc(F)ccc3F)C2)n(C)n1 (configuration not stated)	-4%[76.3 µM]
(more compounds)
SMILES	GAA glycogen
O=C(Nc1ccc2nc(SCC(=O)N3CCCc4ccccc43)sc2c1)c1ccc(F)cc1	-4%[76.3 µM]
COc1ccc(/C=N/NC(=O)CNC(=O)c2ccncc2)cc1OC	7%
O=C(Cc1ccccc1)Nc1ccc(C(=O)Nc2ccc(O)cc2)cc1	4%[76.3 µM]
Cc1c(Cl)cccc1-c1ccc(CNc2ccc3[nH]c(=O)[nH]c3c2)o1	?
Cc1sc2ncn(CC(=O)N3CCC(C(N)=O)CC3)c(=O)c2c1S(=O)(=O)N1CCOCC1	-1%[76.3 µM]
CC(CCc1ccccc1)NC(=O)CNC(=O)c1cccs1 (configuration not stated)	-9%[76.3 µM]
COc1cccc(C(=O)NCC(=O)N/N=C/c2ccc3c(c2)OCO3)c1	4%
O=C(Cn1nc(C(=O)O)c2ccccc2c1=O)Nc1cc(Cl)cc(Cl)c1	9%[76.3 µM]
Cc1ccc(NCc2nc3ccccc3n2C)c(C)c1	-1%
CCc1c(C(=O)Nc2ccccc2C(N)=O)csc1C	-15%[76.3 µM]
COc1cc([N+](=O)[O-])ccc1NC(=O)C1C2C=CC(C2)C1C(=O)O (configuration not stated)	4%[76.3 µM]
O=C(O)c1cc(NN=Nc2cccc(S(=O)(=O)O)c2)cc([N+](=O)[O-])c1	0%
COc1ccc(CCNC(=O)CN(c2ccc(OC)c(OC)c2)S(=O)(=O)c2ccccc2)cc1OC	-4%[76.3 µM]
CCCCN(C(=O)CCCSc1nc2ccccc2[nH]1)c1c(N)n(Cc2ccccc2)c(=O)[nH]c1=O	1%[76.3 µM]
O=[N+]([O-])c1cccc(S(=O)(=O)N2CCN(c3ccccn3)CC2)c1	-10%[76.3 µM]
CCOc1ccc(N2CC(C(=O)N3CCCCC3)CC2=O)cc1 (configuration not stated)	2%
Cc1ccc(NC(=O)Cn2c(=O)n(Cc3ccc4c(c3)OCO4)c(=O)c3oc4ccccc4c32)cc1C	-7%[76.3 µM]
O=C(O)CC/C(=C\c1ccc2c(c1)OCO2)c1nc2ccccc2s1	-5%
Cc1ccc(C(=O)N/N=C\c2cccc(OC(=O)c3cccc(F)c3)c2)cn1	-6%
Cc1cccc(C)c1OC(=O)CSc1nnc(-c2ccc3c(c2)OCO3)o1	-2%[76.3 µM]
O=C(CSc1nc2c(c(=O)[nH]1)CN(Cc1ccc(F)cc1)CC2)Nc1cccc(C(F)(F)F)c1	15%[76.3 µM]
Fc1cc(F)nc(NCc2ccccc2)n1	-1%
CC1CCCN(S(=O)(=O)c2ccc3c(c2)c(=O)nc2ccccn23)C1 (configuration not stated)	4%
NS(=O)(=O)c1ccc(CCNC(=O)CNC(=O)Cc2cccc3ccccc23)cc1	-5%
CCc1cc(=O)oc2cc(OC(=O)CN3C(=O)NC4(CCCC4)C3=O)ccc12	0%[76.3 µM]
COc1ccc(Cc2nc3ccc(C(=O)NC(C)Cc4ncccc4C)cc3o2)cc1OC (configuration not stated)	1%[76.3 µM]
Cn1c(CNC(=O)c2ccc(F)cc2)cc2ccccc21	11%[76.3 µM]
Cc1ccc(C)c(Cn2nc3c4ccccc4n(Cc4ccccc4)cc-3c2=O)c1	6%
O=C(c1ccc2oc(CCCc3ccccc3)nc2c1)N1CCCC1	5%[76.3 µM]
CCc1ccc(NC(=O)[C@H](Cc2ccccc2)NC(=O)C2CCN(C(=O)[C@@H](N)CC(C)C)CC2)cc1	-7%[76.3 µM]
CCOC(=O)C1(Cc2cccc(Cl)c2)CCCN(C(=O)c2cnn(CC)c2)C1 (configuration not stated)	0%[76.3 µM]
Cc1ccc2onc(CNC(=O)N3CCN(c4cc(Cl)ccc4C)CC3)c2c1	3%[76.3 µM]
COCCNC(=O)NC(=O)CN1C(=O)NC(Cc2c[nH]c3ccccc23)C1=O (configuration not stated)	-9%
COc1ccccc1CNC(=O)CCS(=O)(=O)c1ccc2c(c1)CCN2C(C)=O	3%[76.3 µM]
O=C(O)CCCc1ccc2ccc3cccc4ccc1c2c34	3%
O=C(Cn1ncc2c(Cl)cccc21)NCc1cccc(Br)c1	-1%[76.3 µM]

5 consecutive entries out of the list so far:
SMILES	GAA glycogen
Cc1occc1C(=O)N1CCCC(Nc2ccc(F)cc2)C1 (configuration not stated)	1%[76.3 µM]
CCOC(=O)CSc1nnc(-c2c[nH]c3ccccc23)o1	-8%[76.3 µM]
CC(Sc1ccccc1)C(=O)NCCc1ccccc1 (configuration not stated)	-16%[76.3 µM]
COc1cc(OC)c(NC(=O)N2CCOCC2)cc1Cl	-1%[76.3 µM]
COc1ccc(-c2cn3nc(N4CCC(C(=O)Nc5cccc(OC)c5)CC4)sc3n2)cc1	-9%[76.3 µM]

The results go on:
SMILES	GAA glycogen
C=CCN(C(=O)c1csnn1)C(C(=O)NCc1ccc(F)cc1)c1cccs1 (configuration not stated)	-4%[76.3 µM]
Clc1cccc(OCCCn2ccnc2)c1	3%[76.3 µM]
COC(=O)c1ccsc1NS(=O)(=O)c1ccccc1	3%[76.3 µM]
Cc1ccc(OCC(=O)Nc2ccc(NC(=O)c3cccs3)cc2)c(C)c1	-3%
COc1cc(OC)c(NS(=O)(=O)c2c(C(=O)N3CCCCC3)c(C)n(C)c2C)cc1Cl	2%[76.3 µM]
CCn1cc(C(=O)NCCc2ccc(OC)cc2)c(=O)c2ccc(C)nc21	21%[76.3 µM]
CC(C(=O)N(C)C1CCS(=O)(=O)C1)N1C(=O)/C(=C/c2ccco2)SC1=S (configuration not stated)	11%[76.3 µM]
COc1ccc(C)cc1NC(=O)C1CCN(S(=O)(=O)Cc2ccccc2)CC1	6%[76.3 µM]
Cc1ccc(-n2c(SCC(=O)N3CCOCC3)nc(O)c(Cc3ccccc3)c2=O)cc1	2%[76.3 µM]
COc1cc2c(cc1OC)CN(Cc1cc(OC)c3c(c1)OCO3)CC2	2%
CC1(C)CC(=O)C(CS(=O)(=O)c2ccccc2)=C(O)C1	-12%[76.3 µM]
CN1CCN(S(=O)(=O)c2cccc(C(=O)Oc3ccc(Br)cc3F)c2)CC1	0%[76.3 µM]
Cc1ccc(CN2CCCC(C(=O)N3CCCC3)C2)cc1 (configuration not stated)	-1%
COc1ccccc1N1CCN(C(=O)c2cc(=O)c3ccc(C)cc3o2)CC1	0%
COc1ccccc1/C=C/C(=O)OC(C)CN1CCCCC1 (configuration not stated)	-7%[76.3 µM]
COc1cccc(NC(=O)n2ncc3c(C)cccc32)c1	-3%
Cc1ccc(C(C)C)c(OCC(=O)N2CCC(c3nc4ccccc4o3)CC2)c1	-13%[76.3 µM]

Compound activity: PubChem BioAssay, National Center for Advancing Translational Sciences (NCATS)
